Assay outcomes deposited in PubChem by several laboratories.
Wee1 stabilizer: inhibitors of human Wee1 degradation | reporter increase, % at 5 µM | 220,000 compounds, 1.2% hits | HeLa Luc-Wee1K328M stability, luciferase luminescence; 100% = proteasome inhibitor MG132 effect;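 active = activation above the mean of all tested compounds plus 3 SD, set per screening run, cut at about 8.8% in these data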;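 also: cells exposed to compound for 20 h before luminescence read; 0% = DMSO alone and 100% = MG132 at 30 µM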
Target sequence (P30291 whole entry K328M): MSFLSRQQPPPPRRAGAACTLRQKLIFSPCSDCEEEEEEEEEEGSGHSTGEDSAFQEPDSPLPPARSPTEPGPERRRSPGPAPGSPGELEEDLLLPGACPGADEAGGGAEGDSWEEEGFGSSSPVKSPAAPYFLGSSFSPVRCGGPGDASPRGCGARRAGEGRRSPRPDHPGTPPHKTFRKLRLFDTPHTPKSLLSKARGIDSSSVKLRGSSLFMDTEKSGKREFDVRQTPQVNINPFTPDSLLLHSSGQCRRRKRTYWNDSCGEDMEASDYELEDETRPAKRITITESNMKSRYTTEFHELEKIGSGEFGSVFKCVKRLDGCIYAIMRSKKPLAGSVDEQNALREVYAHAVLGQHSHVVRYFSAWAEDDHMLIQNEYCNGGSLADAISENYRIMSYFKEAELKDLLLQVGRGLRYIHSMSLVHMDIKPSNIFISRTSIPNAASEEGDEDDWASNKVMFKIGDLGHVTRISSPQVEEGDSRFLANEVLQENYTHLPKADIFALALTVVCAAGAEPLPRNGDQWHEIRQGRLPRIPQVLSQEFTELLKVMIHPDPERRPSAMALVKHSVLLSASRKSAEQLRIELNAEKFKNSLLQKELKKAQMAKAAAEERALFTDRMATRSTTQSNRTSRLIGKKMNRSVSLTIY
FXIIa inh 1536: inhibitors of human coagulation factor XIIa; AID 800; inhibition, % at 5 µM; P00748; 220,000 compounds, 0.3% hits; purified FXIIa, Boc-QGR-AMC fluorogenic substrate, 2 h; in the data active = inhibition above about 40%;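 also: 0% = enzyme with no compound and 100% = blank without enzyme; many of its hits are not listed in these tables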
TbHK1 inh: blocks Trypanosoma brucei hexokinase 1 activity; inhibition, % at 10 µM; 220,000 compounds, 0.11% hits; AID 1430; recombinant TbHK1, G6PDH-coupled NADH A340;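 active = inhibition of 50% or more in the single-dose primary screen; inactive = inhibition below 50%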
L929 necroptosis: L929 zVAD cell death inhibition. L929 zVAD necroptosis rescue, ATP luminescence, 24 h; with zVAD 60 µM. viability rescue, % at 10 µM. 220,000 compounds, 0.38% hits;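 active = activation, scaled between plate controls, above about 75%, limit read from the data; inactive = activation under that limit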;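 also: 0% = zVAD with DMSO and 100% = DMSO alone without zVAD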
PPC-1+TRAIL kill: compounds killing PPC-1 cancer cells with TRAIL present (potentiator screen, no TRAIL-free arm); PPC-1 cells + TRAIL, ATPLite viability luminescence; 220,000 compounds, 0.41% hits; AID 1443; cell killing (% activity), % at 4 µM;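 active = cell killing above 50% in the first pass at 4 µM, then a duplicate retest at 5 µM averaging 50% or more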;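 also: plate controls were cells with TRAIL plus DMSO for no effect and medium-only wells lacking cells for full effect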
FXIa inh: inhibitors of human coagulation factor XIa; purified FXIa, Boc-Glu-Ala-Arg-AMC fluorogenic substrate; P03951; 220,000 compounds, 0.14% hits; inhibition, % at 5 µM; AID 798;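 active = inhibition of at least 40%; inactive = inhibition below 40%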;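 also: fluorescence of freed AMC excited at 355 nm; 0% = enzyme without compound and 100% = no enzyme blank; many of its hits are not listed in these tables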
EP2 antag: blocks the human prostaglandin E2 receptor EP2; C6 glioma cells expressing human EP2, cAMP TR-FRET; cells stimulated with saturating PGE2; AID 1422; 260,000 compounds, 0.52% hits; inhibition, % at 25 µM;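 active = percent inhibition above 40 after rounding to a whole number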;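 also: rat C6 glioma host cells with rolipram phosphodiesterase inhibitor present; the protocol text gives 20 µM as final concentration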
Target sequence (P43116 whole entry, looked up): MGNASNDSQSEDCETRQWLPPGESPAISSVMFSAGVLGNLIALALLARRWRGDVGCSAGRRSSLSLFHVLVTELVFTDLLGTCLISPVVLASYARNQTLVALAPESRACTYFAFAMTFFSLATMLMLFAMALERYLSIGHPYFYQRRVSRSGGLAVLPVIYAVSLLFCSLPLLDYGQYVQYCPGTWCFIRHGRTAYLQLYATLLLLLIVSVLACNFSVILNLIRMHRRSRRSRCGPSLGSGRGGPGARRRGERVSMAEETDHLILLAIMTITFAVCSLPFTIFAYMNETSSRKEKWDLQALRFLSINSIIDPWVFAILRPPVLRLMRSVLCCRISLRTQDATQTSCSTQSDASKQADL
CHOP inhibitor: inhibitors of CHOP induction in ER stress response. CHO-K1 CHOP-promoter luciferase, tunicamycin-induced, 15-18 h. inhibition, % at 10 µM. 220,000 compounds, 3.8% hits. AID 2732;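 active = compounds that reduced the stress-induced luciferase reporter signal by more than about 70% of percent inhibition, limit read from the data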;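 also: 0% = tunicamycin plus vehicle and 100% = wells without tunicamycin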
TNF death inh: blocks TNF-alpha induced death of Jurkat FADD-/- cells; Jurkat FADD-/- TNF necroptosis rescue, ATP luminescence, 24 h; 0 = TNF only, 100 = no-TNF cells; activation (protection from cell death), % at 10 µM; 220,000 compounds, 0.068% hits; AID 463075;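 active = activation, meaning protection from cell death, of at least 50% relative to plate controls; inactive = activation below 50%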;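 also: necroptosis triggered by 40 ng/mL TNF-alpha added together with compound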
Active calls of the source: *; . = not tested or not shown; & = joins results of further samples.

SMILES | Wee1 stabilizer | FXIIa inh 1536 | TbHK1 inh | L929 necroptosis | PPC-1+TRAIL kill | FXIa inh | EP2 antag | CHOP inhibitor | TNF death inh
CCc1cccc(NC2c3ccccc3C(=O)N2c2ccc(C)cn2)c1 (stereo not given) | -3 | 0 | 9 | -0.6 | 0 | -3 | 9 | 56 | 1.1
CN(c1ccccc1)c1ccc(/C=C(\C#N)c2nnc3n2CCCCC3)cc1[N+](=O)[O-] | 2 | 11 | -16 | 0.5 | 16 | 2 | 5 | -4 | 1.6
CCOc1ccc(OCC)c(Nc2cc(C)nc3nc(C)nn23)c1 | 0 | -4 | 0 | . | -2 | -3 | 5 | -16 | -5.0
c1ccc(OCc2cc(-c3ccccc3)no2)cc1 | -2 | 6 | 0 | 0.8 | 16 | -3 | 3 | 10 | 2.5
CC(C)/C=N/Nc1nc(-c2ccc(Br)cc2)cs1 | 1 | 17 | 0 | . | 24 | 11 | 9 | -15 | -2.8
O=C(Nc1cc(C(F)(F)F)ccc1Cl)C1CCN(c2nnc(-n3cccc3)s2)CC1 | -2 | 5 | 1 | 3.7 | 21 | 1 | 17 | 83* | -0.7
O=C(N/N=C/c1cc([N+](=O)[O-])ccc1N1CCNCC1)c1ccc([N+](=O)[O-])cc1 | 1 | 15 | -35 | 0.2 | 26 | 5 | 11 | -9 | -12
COc1ccc(C(N)=S)cc1 | -1 | 0 | -1 | 1.6 | 10 | -6 | 7 | 18 | 2.0
CCOc1ccc(Nc2c3c(nc4ncnn24)CC(C)CC3)cc1 (stereo not given) | 6 | 14 | -8 | -0.6 | 4 | 5 | 17&6 | 1 | -4.0
O=C(c1c(F)cccc1F)N1CCN=C1SCc1ccccc1 | -1 | 5 | -5 | 0.4 | -8 | -5 | 5 | 14 | -2.6
c1ccc2c(c1)nc(NCC1CCCO1)c1nnnn12 (stereo not given) | 2 | 9 | 3 | -0.2 | -4 | 2 | 15 | -38 | -2.0
C=CCc1cccc(Cl)c1OCCON1C(=O)CCC1=O | -1 | -3 | -9 | -0.1 | -1 | -14 | 10 | 0 | 0.0
COc1ccc(-c2noc(C(=O)NCc3ccc(F)cc3)n2)cc1OC | 4 | 8 | -4 | 0.0 | -5 | 5 | 7 | 4 | 0.5
CSc1ccc(/C=C(/NC(=O)c2ccccc2)C(=O)N2CCN(C)CC2)cc1 | 0 | 5 | -40 | -0.4 | 22 | -2 | 2 | -8 | 1.8
CN1CCCc2cc(C#N)c(=O)[nH]c21 | -2 | -46 | -48 | -0.1 | 6 | -6 | 7 | 14 | -1.0
O=C(N/N=C\c1cc(Br)cs1)c1ccncc1 | 2 | 5 | -43 | 0.0 | -3 | 0 | 10 | 0 | -1.5
Cc1cc(/C=C2\SC(=Nc3ccccc3)NC2=O)c(C)n1-c1ccc(S(N)(=O)=O)cc1 | 2 | 25 | -8 | 2.9 | 23 | 28 | 21 | 92* | -22
COc1ccc(NC2=CC(c3ccc(OC)c(OC)c3)N(c3ccc(OC)cc3)C2=O)cc1 (stereo not given) | -1 | 14 | -8 | -0.8 | 17 | 13 | 9 | 4 | -0.4
Cc1noc(C)c1CSc1nnc(C)c(=O)[nH]1 | 3 | -5 | 1 | 0.9 | 16 | -2 | 11 | 18 | 0.5
CC(C)CCN1C(=O)c2ccccc2C1C(=O)NCc1cccnc1 (stereo not given) | 0 | 9 | -3 | 1.2 | 14 | 2 | 10 | 3 | 1.1
Cc1cc(C)nc(CCNC(=O)c2cc(COc3ccc(F)cc3F)on2)n1 | 2 | 7 | 2 | -0.2 | 15 | -6 | 3 | 13 | -0.6
CC(C)(C)Nc1nc(Cl)nc(NCCN2CCOCC2)n1 | 2 | 9 | 3 | 3.4 | 6 | -2 | 2 | -7 | 3.6
O=C(CSc1nc(C2CC2)nc2ccccc12)Nc1ccc2c(c1)OCCO2 | -3 | 25 | 3 | 0.2 | 15 | -2 | 3 | -16 | -9.1
Clc1ccc(Oc2cnns2)c(Cl)c1 | 2 | 9 | 4 | 0.3 | -7 | -1 | 13 | 2 | -1.1
CCOc1c(OC)ccc2c3c(c(=O)oc12)CCCC3 | 0 | -5 | -12 | -1.2 | 16 | -8 | 8 | 17 | -1.6
COc1cccc(CC(=O)Nc2nc(-c3cccnc3)cs2)c1 | 3 | 13 | -5 | 8.4 | -9 | 9 | 5 | 26 | 5.0
CCN1C(=C(C#N)C#N)C=Cc2ccccc21 | 5 | 1 | -3 | 1.3 | 4 | -10 | 3 | 1 | -1.2
CCCc1cc(NCCCO)n2c(nc3ccccc32)c1C#N | 2 | -7 | -12 | 4.8 | 13 | -4 | 9 | -6 | -0.7
Cc1[nH]nc(S(=O)CC(=O)O)c1[N+](=O)[O-] (stereo not given) | 2 | 2 | -12 | 7.8 | -5 | -8 | 7 | 10 | 1.1
COc1cc2nc(CN(C)Cc3ccc(F)cc3)[nH]c(=O)c2cc1OC | 1 | 0 | -5 | 2.3 | 30 | -1 | 10 | 7 | 3.1
NCCOc1ccccc1Cc1ccccc1 | -2 | 9 | -2 | 1.2 | -1 | -2 | 14 | 14 | -0.8
COc1ccc(-c2nnc(Nc3ccc(S(=O)(=O)Nc4nccs4)cc3)c3ccccc23)cc1 | 0 | 8 | -19 | 1.9 | . | -4 | 5 | 10 | 1.0
COc1ccc(N(CCC(=O)O)S(=O)(=O)c2ccc(C)c(C)c2)cc1 | -2 | 6 | -7 | -0.7 | 6 | 4 | 9 | -1 | 3.7
O=S(=O)(CC(CN1CCCCC1)N1CCCCC1)c1ccc2ccccc2c1 (stereo not given) | 1 | 11 | 12 | 76* | 10 | -5 | 7 | 11 | -4.7
C=CCNC(=S)Nc1ccc2nsnc2c1 | -5 | 5 | -18 | 0.6 | 6 | 7 | 18 | -17 | 0.2
COc1ccc(C2C(C(=O)c3cccs3)=C(O)C(=O)N2c2cccc(C)n2)cc1OC (stereo not given) | 6 | 8 | -15 | 0.1 | 4 | 4 | 7 | -3 | 0.3
O=C1CSc2ccccc2N1Cc1ccccc1F | 1 | -1 | 3 | -0.3 | 8 | 9 | 1 | 25 | -0.5
Cc1cccc(/C=N/n2c(-c3cc(-c4ccccc4)n[nH]3)n[nH]c2=S)c1 | -1 | -6 | 3 | 2.8 | 3 | -2 | 11 | 75* | -0.7
CCCCC(=O)Nc1ccc(C(=O)Nc2ccc(S(=O)(=O)N3CCCC3)cc2)cc1 | 2 | 7 | 3 | 0.3 | 20 | 3 | 9 | 9 | 0.2
COc1ccc(-c2cn[nH]c2-c2ccc(OCc3ccccc3)cc2O)cc1 | 2 | -1 | 14 | 3.5 | 0 | -2 | 13 | 42 | 2.4

9 of the compounds above, with values under each structure.
Every second line gives: Wee1 stabilizer	FXIIa inh 1536	TbHK1 inh	L929 necroptosis	PPC-1+TRAIL kill	FXIa inh	EP2 antag	CHOP inhibitor	TNF death inh
COc1ccc(-c2nnc(Nc3ccc(S(=O)(=O)Nc4nccs4)cc3)c3ccccc23)cc1
  0	8	-19	1.9	.	-4	5	10	1.0
COc1ccc(N(CCC(=O)O)S(=O)(=O)c2ccc(C)c(C)c2)cc1
  -2	6	-7	-0.7	6	4	9	-1	3.7
O=S(=O)(CC(CN1CCCCC1)N1CCCCC1)c1ccc2ccccc2c1 (stereo not given)
  1	11	12	76*	10	-5	7	11	-4.7
C=CCNC(=S)Nc1ccc2nsnc2c1
  -5	5	-18	0.6	6	7	18	-17	0.2
COc1ccc(C2C(C(=O)c3cccs3)=C(O)C(=O)N2c2cccc(C)n2)cc1OC (stereo not given)
  6	8	-15	0.1	4	4	7	-3	0.3
O=C1CSc2ccccc2N1Cc1ccccc1F
  1	-1	3	-0.3	8	9	1	25	-0.5
Cc1cccc(/C=N/n2c(-c3cc(-c4ccccc4)n[nH]3)n[nH]c2=S)c1
  -1	-6	3	2.8	3	-2	11	75*	-0.7
CCCCC(=O)Nc1ccc(C(=O)Nc2ccc(S(=O)(=O)N3CCCC3)cc2)cc1
  2	7	3	0.3	20	3	9	9	0.2
COc1ccc(-c2cn[nH]c2-c2ccc(OCc3ccccc3)cc2O)cc1
  2	-1	14	3.5	0	-2	13	42	2.4

(next part)
SMILES | Wee1 stabilizer | FXIIa inh 1536 | TbHK1 inh | L929 necroptosis | PPC-1+TRAIL kill | FXIa inh | EP2 antag | CHOP inhibitor | TNF death inh
CCOC(=O)N1CCC(NC(=O)CCc2c(C)nc3c(c(C)nn3C(C)(C)C)c2C)CC1 | -3 | -7 | -5 | -0.1 | -9 | -6 | 8 | 20 | -1.1
CC(C)NC(=O)c1ccc(-n2c(=S)[nH]c3ccccc3c2=O)cc1 | -1 | 14 | -10 | 2.4 | 12 | 1 | 3 | 28 | -0.6
N/C(=N\OC(=O)c1cccc(Cl)c1)c1ccncc1 | -2 | 26 | 5 | 0.1 | 4 | 37 | 8 | -13 | 0.1
CC(=O)NC(CC(=O)NCCN1C(=O)S/C(=C\c2ccccc2)C1=O)c1ccccc1 (stereo not given) | 1 | 5 | -60 | -0.8 | -28 | 13 | 12 | 11 | 2.0
O=C(O)CC1(CC(=O)NCc2ccc(-c3cccs3)cc2)CCCCC1 | -2 | 19 | 18 | 1.7 | -3 | -4 | 2 | -3 | 1.4
COc1cc([N+](=O)[O-])cc(/C=N/NC(=O)C(C)Nc2cccc(C)c2)c1O (stereo not given) | 0 | 12 | -10 | 0.8 | 14 | 9 | 9 | 2 | 1.8
CCC(CC)C(=O)Oc1c(Sc2ccccc2[N+](=O)[O-])c(C)nn1C(C)(C)C | 4 | 12 | -8 | 0.1 | 28 | 8 | 6 | 41 | 0.8
C/C(CC(=O)Nc1ccc(C)cc1C)=N\NC(=O)C(C)C | 2 | 7 | -4 | -1.5 | -6 | -2 | 11 | -8 | 0.8
O=C(/C=C/c1ccccc1)CC(O)(c1ccccc1)C(F)(F)C(F)F (stereo not given) | 7 | 9 | -2 | 0.5 | 0 | 0 | 14 | 42 | -11
Cc1nnc(SCC(=O)NNC(=O)c2ccc(Br)cc2)n1C | -2 | 10 | 1 | 0.6 | . | 0 | 5 | 25 | -0.5
O=C(c1c(F)c(F)c(F)c(F)c1F)N1CCc2ccccc21 | 1 | . | -6 | 0.1 | . | . | 8 | . | -2.1
COc1ccc(C(=S)N(C)C)cc1OC | 0 | 1 | 1 | 0.8 | 6 | -14 | 14 | 12 | -3.0
COc1ccc(-n2cc(C(=O)O)c(=O)cc2C)cc1 | 1 | 8 | -3 | 2.5 | 16 | -1 | 14 | 15 | -2.0
O=C(COc1ccc(Cl)cc1)NCCC1=CCCCC1 | 3 | 2 | -4 | 0.1 | 0 | -6 | 13 | 39 | -1.7
CN(C(=O)CSc1nc(C2CC2)nc2ccccc12)c1nc(-c2ccccc2)cs1 | -3 | 6 | -18 | 0.1 | 17 | -1 | 2 | 43 | 0.8
Cc1cc(-c2nc(C)c(C(=O)NNC(=O)NC(C)C)s2)no1 | -3 | 5 | -10 | 0.3 | -10 | -4 | 9 | -8 | 2.4
COc1ccc(C(CNC(=O)c2ccccc2C)N2CCCC2)cc1 (stereo not given) | 1 | 12 | 1 | -0.3 | 4 | 2 | 7 | 31 | -0.5
CCN(CC)C(=O)c1ccc(-c2ccccc2)cc1 | -1 | 11 | -4 | . | -2 | 8 | 8 | 2 | -0.7

These rows are one share of the data; count on the stated rates, not on these rows.
